FBPA coupling cs: inhibits coupling enzyme system, counter-screen for aldolase hits; coupling enzyme system counterscreen, AmpLite Red fluorescence; activity change, negative = inhibition, % at 58.2 µM, hits read low; hit rate 0.67% among 290,000; AID 2472; in the data active = activity change below about -30%; also: % is scaled to controls: 0 for no effect and ±100 for the full control effect
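Coupling enzymes only (glyceraldehyde-3-phosphate) + compound, at 57.5 uM final, 10 min RT; add substrate/coupling/AmpLite Red mix, 20 min RT; fluorescence ex 525/em 598 nm. Actives flag coupling-system interference.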
Giardia kill: kills Giardia lamblia. activity change, % at 7.66 µM, hits read low. hit rate 0.15% among 340,000. Giardia lamblia trophozoite viability. AID 540267; in the data active = activity change below about -80%; inconclusive = between about -30% and that limit;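 also: parasites exposed to compound for two days anaerobically before the ATP read; % is scaled to controls: 0 for no effect and ±100 for the full control effect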
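Media and compound were dispensed first, then trophozoites at 100 cells/well; plates sat 48 hrs at 37 deg C without oxygen before ATP luminescence reagent was added and read after 15-30 min at room temperature.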
VP16 counter: counter-screen for ROR gamma inhibitors: Gal4-VP16 reporter. Drosophila S2 Gal4-VP16 UAS-luciferase, luminescence, 20 h. Potency, µM (titrated, usually from 53.6 µM), for inactives: top-dose activity, negative = inhibition, hits mostly inhibitors. hit rate 3.5% among 310,000;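 also: Gal4-VP16 expression switched on by copper sulfate through the metallothionein promoter; potency is read from the fitted curve at half-maximal effect; % is scaled to controls: 0 for no effect and ±100 for the full control effect; nearly all actives have a fitted effect of over 50% in size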
Tb PFK inh: T. brucei PFK enzyme inhibition | O15648 | T. brucei PFK, ADP-Glo luminescence | Potency, µM (highest dose often 57.5 µM), for inactives: top-dose activity, negative = inhibition, most hits filed as inhibitors | hit rate 0.17% among 330,000 | AID 485367;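 also: potency is read from the fitted curve at half-maximal effect; 0% = uninhibited 1x PFK enzyme wells and -100% = no-enzyme wells; nearly all actives have a fitted effect of over 60% in size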
Target sequence (O15648 whole entry, looked up): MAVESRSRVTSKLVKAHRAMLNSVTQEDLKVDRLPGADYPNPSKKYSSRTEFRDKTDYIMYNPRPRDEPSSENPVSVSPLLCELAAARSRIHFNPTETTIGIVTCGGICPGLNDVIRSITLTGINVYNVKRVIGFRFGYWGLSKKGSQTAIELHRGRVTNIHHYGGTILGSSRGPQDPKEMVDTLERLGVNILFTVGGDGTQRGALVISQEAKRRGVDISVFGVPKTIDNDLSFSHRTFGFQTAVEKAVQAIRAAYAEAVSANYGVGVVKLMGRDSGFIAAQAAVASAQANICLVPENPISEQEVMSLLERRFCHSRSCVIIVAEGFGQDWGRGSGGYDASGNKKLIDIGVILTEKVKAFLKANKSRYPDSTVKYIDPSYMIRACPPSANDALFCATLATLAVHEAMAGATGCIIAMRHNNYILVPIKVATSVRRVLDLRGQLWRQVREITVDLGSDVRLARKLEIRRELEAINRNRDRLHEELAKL
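In TEA buffer at pH 8.0 with 5 mM MgCl2, enzyme (1.25 nM) converted F6P (0.5 mM) and ATP (0.1 mM) for 45 min at room temperature. ADP product was read by luciferase luminescence.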
NPC1 promoter act: activates the NPC1 promoter; Huh7 NPC1 promoter luciferase reporter, 24 h; Potency, µM (series often up to 9.22 µM), without a hit: top-dose activation, actives largely listed as activators; hit rate 2.4% among 320,000; AID 485313;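 also: potency is read from the fitted curve at half-maximal effect; % of control where 0% means no effect; nearly all actives have a fitted effect of over 60% in size; reporter is driven by a mutant NPC1 promoter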
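Luminescence from an NPC1 promoter-driven luciferase reporter in stably transfected Huh7 cells was measured after 24 h compound treatment at 37 °C, followed by 10 min ambient incubation with luciferase detection reagent.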
RORgamma inh: ROR gamma (mouse) transcription inhibition. Potency, µM (highest dose often 53.6 µM), without a hit: at the highest dose activity change, negative = inhibition, usual class: inhibitors. hit rate 5.4% among 310,000. P51450. Drosophila S2 Gal4-RORgamma UAS-luciferase reporter, 20 h; also: potency is read from the fitted curve at half-maximal effect; % is scaled to controls: 0 for no effect and ±100 for the full control effect; nearly all actives have a fitted effect of over 60% in size
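ROR gamma transcriptional activity was tracked as Gal4-UAS luciferase output in stably transfected Drosophila Schneider cells, with compound added 1 hr before 700 uM copper sulfate induction and a 20 hr ambient-temperature incubation.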
KCNH2 3.1 inh: blocks the human KCNH2 3.1 channel isoform; hit rate 0.95% among 340,000; U2OS KCNH2 3.1, thallium flux FluxOr; hits give low values; activity change, % (tested at about 1.8 µM);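 active = maximum activity change below -70%; inconclusive = maximum activity change from -70% to -50%; inactive = maximum activity change above -50%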;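 also: thallium influx rate constant from kinetic fluorescence after stimulation buffer; % is scaled to controls: 0 for no effect and ±100 for the full control effect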
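Virally transduced U2OS (3.1 isoform, 4 h infection in dark at RT) → overnight 37 C → FluxOr + Red40 in HBSS/HEPES, 45 min → stimulation buffer, 2 min kinetic read → rate constant vs DMSO controls.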
FLuc counter: firefly luciferase modulation, counter-screen for miR-21 project; P08659; purified FLuc, Km substrates, luminescence inhibition; Potency, µM (doses to about 57.5 µM), for the others: at the top dose activity change, negative = inhibition, most hits filed as inhibitors; hit rate 6.9% among 360,000; AID 588342;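 also: potency is read from the fitted curve at half-maximal effect; plate controls were vehicle for no effect and reference inhibitor for full effect; nearly all actives have a fitted effect of over 55% in size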
Target sequence (P08659 whole entry, looked up): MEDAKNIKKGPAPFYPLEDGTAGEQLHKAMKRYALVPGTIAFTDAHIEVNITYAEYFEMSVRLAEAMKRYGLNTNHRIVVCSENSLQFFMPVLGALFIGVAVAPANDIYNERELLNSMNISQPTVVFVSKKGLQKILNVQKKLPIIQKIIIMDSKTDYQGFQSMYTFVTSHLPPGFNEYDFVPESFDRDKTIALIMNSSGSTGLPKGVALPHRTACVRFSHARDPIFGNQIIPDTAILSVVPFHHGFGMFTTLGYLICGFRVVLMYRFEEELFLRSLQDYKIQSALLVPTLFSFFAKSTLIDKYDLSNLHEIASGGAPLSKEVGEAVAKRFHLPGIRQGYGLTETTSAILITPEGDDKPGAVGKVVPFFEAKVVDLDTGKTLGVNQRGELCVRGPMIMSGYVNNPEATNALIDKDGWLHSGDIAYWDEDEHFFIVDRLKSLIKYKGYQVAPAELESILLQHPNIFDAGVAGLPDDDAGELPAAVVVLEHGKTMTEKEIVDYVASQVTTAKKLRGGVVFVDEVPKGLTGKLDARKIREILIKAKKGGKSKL
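Purified P. pyralis luciferase (10nM final) with 10uM D-luciferin and 10uM ATP (Km levels) in 50mM Tris acetate pH 7.5, 10mM Mg acetate, 0.01% Tween-20, 0.05% BSA; qHTS 6-point titration, ~60 µM downward; luminescence read.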
uPA surface inh: inhibitors of cell surface uPA generation. cell surface uPA generation assay, qHTS. Potency, µM (titrated, usually from 38.3 µM), for the others: top-dose activity change, negative = inhibition, usual class: inhibitors. hit rate 0.31% among 330,000. AID 540303; active = well fitted inhibition curve with a large enough effect; inconclusive = small, poorly fitted or top-dose-only effect; inactive = no such curve, though single readings can be large or run the other way; tested in mouse RAW 264.7 cells; also: potency is read from the fitted curve at half-maximal effect; % is scaled to controls: 0 for no effect and ±100 for the full control effect; nearly all actives have a fitted effect of over 55% in size
Rab9 prom act: activates the Rab9 promoter; Huh7 Rab9 promoter-luciferase reporter, luminescence, 24 h; Potency, µM (doses to about 9.22 µM), inactives show at the top dose activation, negative = inhibition, most hits filed as activators; hit rate 2.8% among 320,000; also: potency is read from the fitted curve at half-maximal effect; % of control where 0% means no effect; nearly all actives have a fitted effect of over 60% in size
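Stable Rab9-luc Huh7, 1500 cells/well, 2 h settle; cmpd in DMSO, 24 h, 37 °C/5% CO2; luciferase reagent 10 min RT; luminescence.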
ELG1 genotoxic: genotoxicity induction in ELG1-luciferase HEK293T cells. HEK293T ELG1-luciferase reporter, luminescence, 16 h. Potency, µM (doses to about 46 µM), inactives show at the top dose activity change, positive = activation, hits mostly activators. hit rate 1.3% among 330,000; also: potency is read from the fitted curve at half-maximal effect; % of control where 0% means no effect; nearly all actives have a fitted effect of over 60% in size
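Quantitative HTS format in 1536-well plates. HEK293T ELG1-luciferase reporter cells receive test compound and are incubated 16 hr at 37 °C, 5% CO2; ONE-Glo added, 30 min room temperature, then luminescence read.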
Numbers without * were called inactive; ? = inconclusive; / = no result given; & = joins results of further samples; [ ] = dose if it differs, or a comment. Unless noted, calls follow the shape of the dose curve; as a rule, active = well fitted curve in the direction sought with a large enough effect; inconclusive = small, poorly fitted or top-dose-only effect, or another doubt; inactive = no such curve, though single readings can be large; an effect the other way counts as inactive or inconclusive.

SMILES	FBPA coupling cs	Giardia kill	VP16 counter	Tb PFK inh	NPC1 promoter act	RORgamma inh	KCNH2 3.1 inh	FLuc counter	uPA surface inh	Rab9 prom act	ELG1 genotoxic
CSCCC(NC(=O)COc1ccccc1)C(=O)N1CCCC(C)C1 (stereo not given)	0	6	12%	4%	6%	6%	6	-1%	-7%	14%	0%
CCn1c(=O)c2c3c(sc2n(C)c1=O)CCC3	3	-23	-8%	-1%	-6%	-9%	/	0%	/	-6%	1%
COC(=O)c1ccc(COc2cccc(C)c2C)cc1	1	18	18%	2%	13%	10%	-11	?	3%	?	13%
COc1ccccc1NCC(=O)N/N=C(\C)c1ccc(Br)s1	2	15	?	2%	8%	-1%[10 µM]	-9	2%	13%	-4%	3%
COCCCNC(=O)CSc1nc2cc3c(cc2c(=O)n1CCCC(=O)NCc1ccc(OC)cc1)OCO3	3	7	-5%	-8%	-1%	15%	-13	0%&-1%	-3%	-8%	-2%
Cc1ccc(N2C(=O)CC(C)(C)CC2=O)cc1Cl	-3	7	-16%	-6%	-1%	-17%	4	-20%	0%	3%	1%
COc1ccc(CC(=O)Nc2ccc(-c3ccc4nnc(C)n4n3)cc2)cc1OC	0	12	-6%	1%	-11%	-32%	-6	0%	-11%	-19%	21µM*
C/C(=N/N=C1\SCC(=O)N1c1ccccc1)c1ccc(C)cc1	-1	10	-4%	-20%	-2%	24%	1	-1%	7%	-4%	-3%
Cc1ccccc1NC(=O)c1ccccc1	-10	30	/	-2%	1%	1%[0.365 µM]	-5	1%	-6%	1%	6%
Cn1c(=N)n(CC(=O)c2cccs2)c2ccccc21	3	-6	-3%	0%	20%	-34%	-9	11µM*	-23%	24%	?
Cc1cc(C)c(NC(=O)C2=CCN(S(=O)(=O)c3ccc(F)cc3)CC2)c(C)c1	0	-14	-1%	6%	-3%	25%	8	3%	-12%	1%	-2%
CN(Cc1nccs1)C(=O)C1CCC(=O)N(CCc2ccc(Cl)cc2)C1 (stereo not given)	-4	-9	-9%	-3%	-1%	1%	-1	1%	2%	0%	0%[9.26 µM]
Cc1cccc(NS(=O)(=O)c2cc([N+](=O)[O-])ccc2C)n1	3	1	1%	-1%	0%	-2%	-2	-2%	-1%	0%	1%
CC1=NN(C(=O)c2cccc(Cn3nc(C)c([N+](=O)[O-])c3C)c2)C(O)(C(F)(F)F)C1 (stereo not given)	-1	1	7.1µM*	-2%	-5%	3.2µM*	9	2%	/	21%	-8%
COc1ccc2cc(/C(C)=N/NC(=O)C3CC3)ccc2c1	2	2	-4%	5%	2.5µM*	-21%	-2	2.4µM*	1%	2.8µM*	18µM*
COc1cc(O)c(C(CC(=O)N2CCOCC2)c2cc(OC)c(OC)c(OC)c2)c(OC)c1 (stereo not given)	0&-2	-14&8	-3%&11%	1%	-6%	7%&-14%	/	8%	19%	-4%	4%
CCOCCn1c(CN2CCN(CC)CC2)nc2c1c(=O)n(C)c(=O)n2C	0	22	-1%	-1%	-2%	2%	-4	4%	?	-4%	0%
N#CCCN(C(=O)COC(=O)CNS(=O)(=O)c1ccc2ccccc2c1)c1ccccc1	/	-16	/	-6%	-4%	/	6	9%	1%	-1%	-1%
O=C(CSc1nc(C(F)(F)F)cc(=O)[nH]1)Nc1ccc2c(c1)OCCO2	/	14	/	1%	8%	/	-5	3%	12%	-1%	2%
COc1ccc(N(C)S(=O)(=O)c2c(C)[nH]c(=O)[nH]c2=O)cc1	3	25	-10%	-2%	-2%	-21%	-8	3%	-4%	5%	0%
CCCC(C(=O)NC1CCCC1)N(Cc1ccc(F)cc1)C(=O)c1snc(C(N)=O)c1N (stereo not given)	-1	-19	19%	-1%	1%	10%	7	0%	-2%	1%	-1%
Cc1cc(C(=O)OC(C)C(=O)Nc2cccc(Cl)c2)on1 (stereo not given)	/	-7	/	-8%	0%	/	20	1%	4%	-4%	0%
NC(=O)c1ccc(Oc2ncc(C(F)(F)F)cc2Cl)cc1	3	-1	20%	0%	-1%	12%	5	-13%	-2%	-6%	4%
COc1cccc(-c2nc3ccccc3c(=O)n2NC(=O)c2cccnc2Cl)c1	4	24	-4%	8%	1%	3%	0	9%	2%	-9%	1%
COc1ccc(N(CC(=O)Nc2ccc3c(c2)OCCO3)S(=O)(=O)c2c(C)nn(C)c2C)cc1	0	2	0%	2%	1%	-33%	-12	2%	20%	-2%	-3%
CCNc1nc(Oc2ccc(Cl)cc2Cl)cc(C(F)(F)F)n1	-7	-13	-12%	-6%	4%	?	/	5%	2%	-7%	-3%
Cc1c(C)c2ccc(OC(C)C(=O)NCCN3CCOCC3)c(C)c2oc1=O (stereo not given)	-1	1	-3%	1%	0%	-13%	15	3%	2%	0%	4%
C/C(=N\NC(=S)Nc1ccccc1C)c1cc2ccccc2o1	-1	-1	7.1µM*	1%	0%	1.3µM*	0	?	6%	-3%	-12%
O=C1C(=O)N(Cc2cccnc2)C(c2cccc([N+](=O)[O-])c2)/C1=C(/O)c1ccc2c(c1)OCO2 (stereo not given)	/	5	-2%	0%	-1%	-8%	-6	-1%	-3%	-1%	11%
CCOC(=O)c1c(C)c(C(=O)Nc2ccccc2)c(C)n1CC	1	-9	9%	-1%	10%	-7%	-2	1%	/	23%	6%
Cc1cc(N=Cc2cc(Cl)ccc2O)no1	4	25	4%	-5%	2%	5%	-2	-3%	7%	-4%	3%
Cn1cc(Br)c(C(=O)NNC(=O)c2cccc(Br)c2)n1	3	-13	-2%	1%	0%	10%	/	-19%	-1%	-1%	1%
Cc1ccnc(N/C=C(/NC(=O)c2ccccc2)C(=O)N/N=C\c2ccc(Cl)cc2)n1	-3	1	-7%	-17%	1%	-1%	1	?	1%	1%	-9%
N/C(=N\OC(=O)c1ccc(Cl)cc1Cl)c1ccncc1	6	3	24%	7%	1.6µM*	-12%	-20	1.9µM*	?	1.8µM*	9.2µM*
CCCc1nnc(SCC(=O)N2CCCC2)n1Cc1ccco1	2	10	6%	2%	-8%	4%	8	1%	0%	2%	1%
CCOc1ccccc1OCCCC(=O)NNC(=O)c1nn(C)c(=O)c2ccccc12	/	8	/	4%	0%	/	5	1%	2%	-2%	-3%
COc1ccccc1NC(=O)c1ccc2nc(N3C(=O)CCC3=O)sc2c1	2	8	0%	10%	2%	-1%	20	?	2%	0%	-1%
O=C(CO/N=C/c1ccccc1OC(F)F)NCc1cccs1	3	-3	1%	4%	-3%	9%	-3	5%	0%	-1%	2%
Cn1cccc1C(=O)OCC(=O)NC1CCS(=O)(=O)C1 (stereo not given)	1	-5	6%	-1%	-1%	-5%	3	0%	1%	-8%	2%
COc1cccc(CC2(CO)CCCN(Cc3ccc(-c4ccco4)cc3)C2)c1 (stereo not given)	2	6	-9%	4%	-4%	-1%	-30	7%	0%	2%	-4%
Cn1c(-c2ccccc2)c(C=O)c2ccccc21	5	3	-12%	-4%	5%	37%	-4	?	?	0%	10%
Cc1ccc(CCNC(=O)CN2C(=O)COc3ccc(S(=O)(=O)N4CCOCC4)cc32)cc1	/	?	2%	-2%	-1%	6%	-1	1%	1%	1%	2%
Cc1ccc(CNc2oc(COc3ccccc3Cl)nc2C#N)cc1	-1	-4	-6%	0%	-9%	25%	-22	-1%	5%	-9%	0%
COc1ccc(S(=O)(=O)N2CCN(CC(=O)Nc3sccc3C(N)=O)CC2)cc1OC	/	16	/	0%	0%	/	9	/	-4%	0%	-7%
CCOC(=O)C1CCN(c2c(NCc3ccc(N(C)C)cc3)c(=O)c2=O)CC1	0	-2	-8%	0%	0%	1%	-1	3%	-18%	-4%	-3%
CC(=O)c1cccc(NC(=O)c2cc(C)no2)c1	6	8	-6%	-3%	0%	9%	5	-1%	-11%	-4%	8%
CCc1nc2ccc(F)cc2c(C(=O)NC2CCCCC2C)c1C (stereo not given)	-1	1	-8%	-12%	-2%	25%	-13	3%	-1%	1%	0%
COc1ccc(S(=O)(=O)Nc2cc3c4c(c2)CCN4C(=O)CC3)cc1C	/	9	/	-1%	-1%	/	-11	0%	-3%	0%	10%
O=C(CSc1nc2[nH]ncc2c(=O)n1-c1ccccc1)N1CCCCCC1	2	/	-12%	-5%	-2%	?	/	-1%	/	-5%	2%
COc1ccccc1NS(=O)(=O)c1cccc(NC(=O)c2[nH]c(C)c(C(C)=O)c2C)c1	-1	-20	-2%	5%	-2%	15%	3	6%	-3%	-2%	-2%

Screening data from PubChem BioAssay.
